High-throughput results deposited in PubChem BioAssay by National Center for Advancing Translational Sciences (NCATS).
hERG WT inh: KCNH2 (human, wildtype) channel inhibition. Q12809. U2OS, BacMam KCNH2, thallium flux FluxOr; hits give low values. activity change, % at 1.84 µM. 340,000 compounds, 0.37% hits;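 active = maximum activity change below -70%; inconclusive = maximum activity change between -70% and -50%; inactive = maximum activity change above -50%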; note: % is set by controls: 0 for no effect and ±100 for the full control effect
Target sequence (Q12809 whole entry, looked up): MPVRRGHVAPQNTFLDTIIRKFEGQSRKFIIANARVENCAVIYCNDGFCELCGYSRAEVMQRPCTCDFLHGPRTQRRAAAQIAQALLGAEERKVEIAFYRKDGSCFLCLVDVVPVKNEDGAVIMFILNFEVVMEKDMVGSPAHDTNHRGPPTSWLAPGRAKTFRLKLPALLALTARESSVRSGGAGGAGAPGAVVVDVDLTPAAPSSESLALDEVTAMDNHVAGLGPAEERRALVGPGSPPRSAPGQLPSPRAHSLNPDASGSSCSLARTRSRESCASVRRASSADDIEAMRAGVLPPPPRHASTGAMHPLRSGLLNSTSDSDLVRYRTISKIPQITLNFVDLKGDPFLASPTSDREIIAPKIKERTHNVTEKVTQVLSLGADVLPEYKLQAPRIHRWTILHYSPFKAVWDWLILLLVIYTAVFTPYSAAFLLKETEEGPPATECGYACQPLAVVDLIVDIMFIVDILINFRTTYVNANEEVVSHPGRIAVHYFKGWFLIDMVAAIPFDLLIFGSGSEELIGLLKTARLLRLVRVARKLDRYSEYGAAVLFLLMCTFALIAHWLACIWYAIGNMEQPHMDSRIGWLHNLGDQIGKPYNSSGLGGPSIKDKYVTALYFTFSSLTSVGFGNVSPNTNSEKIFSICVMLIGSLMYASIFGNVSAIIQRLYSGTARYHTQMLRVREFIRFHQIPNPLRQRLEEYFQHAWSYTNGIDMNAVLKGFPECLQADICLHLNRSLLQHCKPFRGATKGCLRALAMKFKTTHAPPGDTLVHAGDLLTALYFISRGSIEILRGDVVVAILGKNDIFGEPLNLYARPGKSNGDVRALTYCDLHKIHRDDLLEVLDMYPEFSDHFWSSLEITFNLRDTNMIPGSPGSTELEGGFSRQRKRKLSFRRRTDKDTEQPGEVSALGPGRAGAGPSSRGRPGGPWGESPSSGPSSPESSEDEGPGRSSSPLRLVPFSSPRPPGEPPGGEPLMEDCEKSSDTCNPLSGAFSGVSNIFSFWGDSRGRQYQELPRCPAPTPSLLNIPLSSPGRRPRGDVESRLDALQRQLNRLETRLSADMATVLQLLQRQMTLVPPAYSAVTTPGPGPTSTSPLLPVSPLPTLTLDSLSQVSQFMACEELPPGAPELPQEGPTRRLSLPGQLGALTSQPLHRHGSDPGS
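U2OS cells were transduced with wild-type KCNH2 virus (2.03 x 10^8 / mL) for 4 h at room temperature, then cultured overnight at 37 C. Thallium flux was read with FluxOr dye. Rate constants were normalized to DMSO controls.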
GALK inhibitor: blocks human galactokinase activity | Purified GALK, Kinase-Glo residual ATP luminescence | Potency, µM (highest dose often 57.5 µM), for inactives: at the highest dose activity change, negative = inhibition, most hits filed as inhibitors | 270,000 compounds, 0.007% hits; note: potency is the fitted concentration of half-maximal effect; % is set by controls: 0 for no effect and ±100 for the full control effect
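Galactose (100 uM) and ATP (35 uM) were turned over by 5 nM GALK for 1 h at RT. Kinase-Glo Plus then converted the remaining ATP into a luminescent signal.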
a7 integrin act: integrin-mediated muscular dystrophy alleviation activation; alpha7betagal myoblasts, beta-gal FDG fluorescence, 48 h; Potency, µM (series often up to 38.3 µM), inactives show top-dose activation, usual class: activators; 350,000 compounds, 0.064% hits; AID 624291;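 note: potency is the fitted concentration of half-maximal effect; 100% = response of the positive control SU9516; nearly all actives have a fitted effect of over 60% in size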
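Alpha7betagal+/- myoblasts (passage 13) were plated 16-24 hr, then exposed to compounds (1:260 dilution of DMSO stock) for 48 hours at 37C. After MPER lysis, β-galactosidase reporter activity was read as FDG fluorescence (ex 480/em 540) after 30 minutes.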
FBPA coupling cs: inhibits coupling enzyme system, counter-screen for aldolase hits. AID 2472. coupling enzyme system counterscreen, AmpLite Red fluorescence. 290,000 compounds, 0.67% hits. activity change, negative = inhibition, % at 58.2 µM, hits read low; in the data active = activity change below about -30%; note: % is set by controls: 0 for no effect and ±100 for the full control effect
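Final compound at 57.5 uM, incubated 10 min at RT with coupling enzyme reagent (glyceraldehyde-3-phosphate), then 20 min with substrate and AmpLite Red detection. Fluorescence read at 525/598 nm; tests interference with the coupling assay, not aldolase inhibition.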
MBNL1-CUG inh: blocks human MBNL1 binding to CUG repeat RNA; Q9NR56; TR-FRET MBNL1-His/biotin-(CUG)12 binding, 665/545 ratio; Potency, µM (doses to about 57.5 µM), for inactives: at the top dose activity change, negative = inhibition, hits mostly inhibitors; 280,000 compounds, 0.036% hits; AID 2675; active = well fitted inhibition curve with a large enough effect in the signal ratio, with a control signal flat, not every such curve was filed as active; inconclusive = small, poorly fitted or top-dose-only effect, or effect the other way, or a change in a side signal; inactive = no such curve, though single readings can be large or run the other way; the % refers to the signal ratio; note: potency is the fitted concentration of half-maximal effect; % is set by controls: 0 for no effect and ±100 for the full control effect
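TR-FRET readout: Ex 340 nm, 665/545 nm emission ratio, normalized to buffer-only (basal) and MBNL1-(CUG)12 controls. Complex of MBNL1-His with Biotin-(CUG)12, compounds 92 nM–58 uM, incubated 60 min at room temperature.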
MLL CXXC-DNA inh: blocks binding of human MLL CXXC domain to DNA; Q03164; MLL-CXXC / FITC-HOXA9 DNA fluorescence polarization; Potency, µM (series often up to 115 µM), for inactives: at the top dose activity change, negative = inhibition, usual class: inhibitors; 290,000 compounds, 0.037% hits; AID 2662; active = well fitted inhibition curve with a large enough effect in the polarisation, with a control signal flat, not every such curve was filed as active; inconclusive = small, poorly fitted or top-dose-only effect, or effect the other way, or a change in a side signal; inactive = no such curve, though single readings can be large or run the other way; the % refers to the polarisation; note: potency is the fitted concentration of half-maximal effect
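Purified MLL-CXXC (added from a 7 uM solution) was preincubated 5 min at ambient with pinned compounds in 50 mM Tris-HCl pH 7.5, 50 mM NaCl, 1 mM DTT, 0.05% BSA. Fluorescein-labeled HOX-A9 DNA (50 nM solution) followed, 30 min, then polarization read.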
AT treatment: potential ataxia-telangiectasia treatments restoring KAP-1 phosphorylation | […] A-T fibroblasts, KAP-1 phosphorylation AlphaLISA; neocarzinostatin DNA damage 30 min before lysis | 320,000 compounds, 0.19% hits | Potency, µM (top dose mostly 57.5 µM), inactives show top-dose activation, hits mostly activators; note: potency is the fitted concentration of half-maximal effect; % of control where 0% means no effect; nearly all actives have a fitted effect of over 45% in size
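ATM-like activity read as KAP-1 phosphorylation via AlphaLISA donor/acceptor antibody pairs after lysis and 6 hr at 25C. Cells were ATM-null patient fibroblasts ([…], hTERT), dosed 60 min, then exposed to the DSB inducer NCS for 30 min.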
KCNH2 3.1 block: blocks the human KCNH2 3.1 channel isoform; activity change, % (tested at about 1.8 µM); 340,000 compounds, 0.95% hits; AID 720553; U2OS KCNH2 3.1, thallium flux FluxOr; hits give low values;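 active = maximum activity change below -70%; inconclusive = maximum activity change from -70% to -50%; inactive = maximum activity change above -50%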;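 note: thallium influx rate constant from kinetic fluorescence after stimulation buffer; % is set by controls: 0 for no effect and ±100 for the full control effect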
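Steps: virus added to U2OS suspension (4 h, RT, dark); medium with 10% FBS added, cells plated, 37 C overnight; FluxOr/Red40 loading buffer 45 min RT; stimulation buffer, 2 min kinetic read; rate constant normalized.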
ASM inhibitor: human S-ASM enzyme inhibition. Potency, µM (top dose mostly 57.5 µM), without a hit: top-dose activity change, negative = inhibition, hits mostly inhibitors. 340,000 compounds, 0.006% hits. placental ASM, HMU-PC fluorogenic substrate, 60 min; note: potency is the fitted concentration of half-maximal effect
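Fluorogenic HMU-PC substrate (9 uM final) is turned over by placental ASM in 60 min at 37 C after a 10 min compound preincubation. Reaction ended by alkaline stop (pH 10), with fluorescence read at 386/447 nm.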
TRPV1 agonist: human TRPV1 agonism; Q8NER1; TRPV1-expressing cells, Fluo-8 calcium influx, agonist mode; activation, % at 8.33 µM; 320,000 compounds, 0.19% hits; in the data active = activation above about 80%; inconclusive = between about 30% and that limit; note: 0% is about no effect
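TRPV1-expressing cells were cultured overnight at 35.5C and loaded with Fluo-8 calcium dye for 40 to 90 min at room temperature. After a 10 s baseline, compound was added and calcium influx was read kinetically for 3 min (ex 480/em 520 nm).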
* marks the source's active call; other numbers are inactive results; ? = inconclusive; nt = no result given; [ ] = another dose, or the depositor's remark. Unless noted, calls come from the whole dose curve; as a rule, active = well fitted curve in the direction sought with a large enough effect; inconclusive = small, poorly fitted or top-dose-only effect, or another doubt; inactive = no such curve, though single readings can be large; an effect the other way counts as inactive or inconclusive. Compounds as they come; about 2% have a hit in one of these screens.

SMILES	hERG WT inh	GALK inhibitor	a7 integrin act	FBPA coupling cs	MBNL1-CUG inh	MLL CXXC-DNA inh	AT treatment	KCNH2 3.1 block	ASM inhibitor	TRPV1 agonist
O=C(O)c1cccc(NC(=S)NC(=O)c2ccncc2)c1	4	9%	18%	5	-1%	8%	2%	-9	8%	0
Cc1c(S(=O)(=O)NCc2ccccc2)c(=O)n(C)c(=O)n1C	5	-6%	-4%	2	-10%	-3%	9%	3	-3%	0
CCS(=O)(=O)N1Cc2ccccc2CC1C(=O)Nc1nccs1 (stereo not drawn)	9	1%	33%	-3	-8%	-2%	-1%	-21	2%	-1
Cc1cc(OCCCC(=O)Nc2cccc(-n3cnnn3)c2)ccc1Cl	22	-2%	-29%	2	-2%	36%[activator]	20%	-25	-20%	?
CCOC(=O)C1=CN(Cc2ccco2)S(=O)(=O)N(C)C1c1ccc2ccccc2c1 (stereo not drawn)	0	nt	-23%	nt	nt	nt	15%	-7	-6%	nt
Cc1ccc(CN2CCN(Cc3cnc(N4CCOCC4)s3)CC2CCO)o1 (stereo not drawn)	22	-2%	0%	2	1%	-5%	5%	-12	0%	-4
CN(CC(=O)Nc1ccccc1Cl)C(=O)CSc1nnc(-c2ccco2)o1	3	0%	-10%	-4	-4%	?	1%	4	2%	-3
N#C/C(=C\c1c(N2CCC(C(N)=O)CC2)nc2ccccn2c1=O)C(=O)NCc1ccco1	-33	0%	7%	2	?	13%	-1%	10	102%[activator]	-8
Cc1ccc(C)c(-c2nnc(NC(=O)c3ccc([N+](=O)[O-])o3)o2)c1	-1	nt	2%	nt	nt	nt	-1%	14	nt	-3
O=C(Nc1ccccn1)c1csc2c1CCCC2	-12	0%	-25%	-1	-3%	11%	0%	14	-2%	14
CC[C@@H]1C=C(C(=O)O)[C@H](c2ccc(OC)c(OC)c2)N1S(=O)(=O)c1ccc(C)cc1	-1	nt	-5%	nt	nt	nt	16%	-3	2%	nt
COc1ccc(-c2c(-c3ccc(OC)cc3O)nc(C)nc2C(F)(F)F)cc1	14	10%	2%	3	-2%	1%	0%	0	-7%	?
O=C(CNS(=O)(=O)c1ccccc1)N1CCN(C(=O)c2ccco2)CC1	7	nt	21%	nt	nt	nt	2%	-7	-2%	-3
O=c1nc(N2CCCCC2)nc2n1CCO2	-10	0%	-20%	5	2%	9%	4%	nt	2%	2
CNc1cc(F)nc(F)n1	nt	-1%	?	1	-5%	5%	-5%	2	19%	-3
CCOC(=O)c1[nH]c2cc(OC)c(OC)cc2c1NC(=O)c1nonc1C	7	-3%	0%	0	5%	5%	-1%	0	-2%	-5
Cc1cccc(N(Cc2ccccc2F)S(C)(=O)=O)c1	-12	4%	-6%	1	-3%	-4%	7%	2	2%	1
COc1ccc(C(=O)Nc2cc(OC)c(Cl)cc2Cl)cc1	-5	5%	24%	1	0%	2%	9%	-28	-3%	?
O=C(Nc1ccccc1Cl)c1ccc2c(c1)N(Cc1ccc(F)cc1)C(=O)CS2=O (stereo not drawn)	13	nt	19%	-1	-3%	4%	-5%	-9	-1%	2
Cc1ccc(/C=C/C(=O)O)cc1S(=O)(=O)NCCCC(=O)O	4	-2%	-11%	-1	0%	2%	?	-1	-2%	3
COc1cccc(OC)c1NC(=O)Cc1nn(C)c(=O)c2ccccc12	-2	3%	6%	2	-13%	12%	7%	11	0%	0
CCOc1nc(-c2ccccc2O)nc2ccccc12	-2	1%	-1%	4	5%	5%	7%	1	-12%	2
COc1ccc(Nc2cc(C(=O)NCc3ccco3)c3ccccc3n2)cc1	nt	1%	nt	3	122%[activator]	12%	nt	nt	nt	10
CCCCC(NC(C)=O)c1nc2ccccc2n1CCCC (stereo not drawn)	12	-2%	-13%	3	-4%	0%	1%	10	2%	28
O=P(O)(CN1CCCCCC1)CN1CCCCCC1	nt	-1%	nt	1	-5%	-1%	3%	nt	nt	0
New compounds follow
SMILES	hERG WT inh	GALK inhibitor	a7 integrin act	FBPA coupling cs	MBNL1-CUG inh	MLL CXXC-DNA inh	AT treatment	KCNH2 3.1 block	ASM inhibitor	TRPV1 agonist
COc1cccc(/C=C2\SC(=S)N(CCCC(=O)N3CCCC3)C2=O)c1	14	-6%	-12%	1	22%	-9%	-3%	-19	-17%	19
OC(CN1CCNCC1)Cn1c2ccccc2c2ccccc21 (stereo not drawn)	4	-3%	-50%[inhibitor]	-7	-17%	5%	1%	-11	1%	-1
COc1cccc(C(=O)Nc2ccccc2N2CCN(C(=O)c3ccccc3)CC2)c1	5	nt	14%	nt	nt	nt	7%	-46	2%	nt
CCCCOc1ccc(OCCSc2nc3ccccc3n2CC(=O)O)cc1	-10	9%	22%	10	-5%	-13%	0%	-1	5%	-4
CCn1c(SCC(=O)Nc2ccccc2OC)nc(O)cc1=O	1	-1%	18%	2	14%	1%	-3%	1	5%	-11
COC(=O)c1cc(S(=O)(=O)NCc2ccccc2OC)cn1C	17	-10%	?	-1	3%	17%	1%	8	-8%	0
Cc1ccc(C)c(NC(=O)NNS(=O)(=O)c2ccc(C)c(C)c2)c1	-9	-3%	1%	1	-5%	0%	1%	1	-1%	5
COCCCN1C(=O)N(c2ccccc2)C(=O)C1CC(=O)Nc1ccccc1 (stereo not drawn)	13	1%	-24%	1	-5%	0%	9%	31	4%	1
CCCCC(=O)Nc1cccc(NC(=O)CC)c1	-4	0%	14%	-2	8%	-3%	-7%	14	0%	-2
N#CC(c1ccc(Cl)cc1)c1ccc(Cl)nn1 (stereo not drawn)	-2	0%	-32%	7	?	-8%	nt	4	0%	13
C=CCc1cc(OC)ccc1OCCN(C)Cc1ccccc1	39	1%	-14%	0	-3%	-6%	7%	?	-3%	13
O=C(O)c1csc(Br)c1Br	5	1%	15%	18	-9%	-4%	11%	-14	3%	nt
C/C(N)=C(/C#N)C(=O)COC(=O)CSc1ccc2ccccc2c1	-3	0%	-22%	-1	6%	-1%	nt	-16	-5%	23
O=S(=O)(c1ccc(Cl)cc1)N1CCN(CCc2ccccc2)CC1	15	-4%	-25%	1	2%	-5%	-5%	-19	-2%	6
COC(=O)C(C)Sc1ccc2nnc(CCNS(=O)(=O)c3ccc(C)cc3)n2n1 (stereo not drawn)	-13	-1%	-3%	2	4%	17%	-2%	0	11%	4
CN(C)CCN(C(=O)C1CCCCC1)c1nc2cc3c(cc2s1)OCO3	-2	-2%	17%	nt	4%	-5%	29%	-4	3%	6
COc1ccc(/C=C/C(=O)NCC(=O)N/N=C/c2ccc(OC)cc2)cc1	1	-1%	?	-2	13%	10%	2%	8	5%	4
CSCCC1NC(=O)N(CC(=O)N2N=C(c3ccc(Cl)cc3)CC2c2ccco2)C1=O (stereo not drawn)	-2	1%	5%	-1	13%	5%	-1%	-23	-10%	1
CCCc1nnc(SCC(=O)N(CC)CC)n1CC1CCCO1 (stereo not drawn)	6	6%	-10%	0	0%	13%	-1%	-2	2%	-1
CCOC(=O)[C@H]1[C@H]2COc3ccc(Cl)cc3[C@@H]2N2C(=O)CN(Cc3ccccc3)C(=O)[C@@]12C	2	nt	24%	nt	nt	nt	4%	3	-3%	?
O=C1COc2ccc(C(=O)COC(=O)C3CC(O)CN3S(=O)(=O)c3ccc(Cl)cc3)cc2N1 (stereo not drawn)	nt	-3%	0%	-1	-2%	3%	-7%	17	0%	2
COc1cccc(NS(=O)(=O)c2ccc(C)c(C(=O)N3CCCCC3)c2)c1	8	4%	-20%	2	-3%	-2%	9%	-5	1%	5
COc1ccc(C2=NNC(c3ccco3)=Nc3ccc(F)cc32)cc1	-5	10%	5%	-1	4%	6%	5%	-6	-3%	5
O=C(c1cc(C2CC2)nc2ccccc12)N1N=C(C(F)F)CC1(O)C(F)F (stereo not drawn)	-3	0%	28%[7.66 µM]	0	1%	-2%	0%	-3	-3%	-1
CCOc1ccc(OCCC(=O)NNC(=O)c2cc(C)oc2C)cc1	-3	nt	14%	nt	nt	nt	1%	3	5%	0
COC(=O)Nc1nc(-c2cc(Cl)ccc2Cl)cs1	-32	0%	9%	-6	0%	-7%	-1%	-21	4%	8

Results in TRPV1 agonist and GALK inhibitor, for some of the entries so far:
SMILES | TRPV1 agonist | GALK inhibitor
O=C(O)c1csc(Br)c1Br | nt | 1%
C/C(N)=C(/C#N)C(=O)COC(=O)CSc1ccc2ccccc2c1 | 23 | 0%
O=S(=O)(c1ccc(Cl)cc1)N1CCN(CCc2ccccc2)CC1 | 6 | -4%
